EPAC1 agonist: qHTS for Agonist of cAMP-regulated guanine nucleotide exchange factor 3 (EPAC1): primary screen; hit rate 0.073% among 360,000; Potency, µM (highest dose often 154 µM), for inactives: top-dose activation, usual class: activators; EPAC1 agonist qHTS, biochemical assay; response scale: 100% = response to 6.5 mM cAMP; Rap guanine nucleotide exchange factor 3 (Homo sapiens), O95398; note: nearly all actives have a fitted effect of over 60% in size
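Compounds were pinned as a concentration titration into mixtures of EPAC1 (100 nM), BODIPY-GDP-loaded Rap1B (250 nM) and GDP (50 uM). After 5 min at room temperature, fluorescence was followed for 30 min; activity was scaled to 6.5 mM cAMP.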
FUS suppressor: qHTS for Suppressors of FUS Proteinopathy: Primary screen using FUS-linked yeast assay. AID 1347120, 2019. S. cerevisiae FUS-expressing, growth rescue, OD600, 24 h. Potency, µM (doses to about 76.6 µM), for inactives: at the top dose growth rescue (activation), hits mostly activators. hit rate 0.24% among 390,000;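 note: plate controls were DMSO vehicle for no effect and reference control for full effect; nearly all actives have a fitted effect of over 55% in size; some results filed as inactive show a strong effect at the top dose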
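Read-out: OD at 600 nm after 24hr at 30C, reporting rescue of FUS-induced yeast toxicity. Cells at OD 0.005 in galactose (2%) minimal medium; compounds tested in a dilution series; CP55940 titration from 92uM final as control.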
aSyn yeast inh: qHTS of alpha-syn Inhibitors | Potency, µM (top dose mostly 46.1 µM), inactives show top-dose growth rescue (activation), hits mostly activators | hit rate 0.14% among 370,000 | Yeast expressing alpha-synuclein, growth rescue, BacTiter-Glo, 24 h | AID 652106, 2013; note: % of control where 0% means no effect; nearly all actives have a fitted effect of over 65% in size
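Screening used galactose-induced yeast with toxic alpha-synuclein levels, exposed to compound for 24 hr at 30 deg C. Cell growth, read with BacTiter-Glo luminescence, gave the measured signal.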
TDP43 rescue: qHTS of TDP-43 Inhibitors. TDP-43 expressing yeast growth rescue, BacTiter-Glo, 24 h. Potency, µM (highest dose often 46.1 µM), for inactives: top-dose growth rescue (activation), actives largely listed as activators. hit rate 1.8% among 410,000; note: % of control where 0% means no effect; nearly all actives have a fitted effect of over 50% in size
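Galactose-induced TDP-43 yeast, OD600=0.02, compound pinned; 24 hr, 30 deg C; BacTiter-Glo luminescence for growth. Inhibitors of TDP-43 toxicity read as activators.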
EPAC1 antag: qHTS for Antagonist of cAMP-regulated guanine nucleotide exchange factor 3 (EPAC1): primary screen; hit rate 0.14% among 360,000; Rap guanine nucleotide exchange factor 3 (Homo sapiens), O95398; EPAC1 GEF assay, Rap1b-BODIPY-GDP exchange fluorescence; Potency, µM (top dose mostly 115 µM), for the others: at the highest dose activity change, negative = inhibition, hits mostly inhibitors;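 note: plate controls were vehicle for no effect and positive control for full effect; nearly all actives have a fitted effect of over 50% in size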
EPAC2 agonist: qHTS for Agonist of cAMP-regulated guanine nucleotide exchange factor 4 (EPAC2): primary screen | Rap guanine nucleotide exchange factor 4 (Homo sapiens), Q8WZA2 | EPAC2 activation, biochemical qHTS; response scale: 100% = 6.5 mM cAMP response | Potency, µM (top dose mostly 154 µM), for inactives: top-dose activation, usual class: activators | hit rate 0.079% among 360,000; note: nearly all actives have a fitted effect of over 50% in size
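Each well held 100 nM EPAC2, 250 nM RAP1B-BODIPY-GDP and 50 uM GDP. Fluorescence, read at 5-min intervals to 30 min, was referenced to a 6.5 mM cAMP positive control.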
EPAC2 antag: qHTS for Antagonist of cAMP-regulated guanine nucleotide exchange factor 2 (EPAC2): primary screen | EPAC2 GEF exchange of Rap1B-BODIPY-GDP, fluorescence | AID 720708, 2013 | Potency, µM (titrated, usually from 114 µM), for inactives: top-dose activity, negative = inhibition, hits mostly inhibitors | Rap guanine nucleotide exchange factor 4 (Homo sapiens), Q8WZA2 | hit rate 0.18% among 360,000; note: % is set by controls: 0 for no effect and ±100 for the full control effect; nearly all actives have a fitted effect of over 45% in size; many of its hits are not listed in these tables
PTHR1 agonist: qHTS for PTHR1 Agonists: Primary Screen; HEK293 GP2 PTHR1 cells, GloSensor cAMP luminescence, 1 h; Potency, µM (top dose mostly 115 µM), for inactives: at the highest dose activation, actives largely listed as activators; hit rate 0.075% among 410,000; AID 743266, 2014; note: nearly all actives have a fitted effect of over 55% in size; some results filed as inactive show a strong effect at the top dose; inactives centre near -15; many of its hits are not listed in these tables
Target sequence (Q03431 whole entry, looked up): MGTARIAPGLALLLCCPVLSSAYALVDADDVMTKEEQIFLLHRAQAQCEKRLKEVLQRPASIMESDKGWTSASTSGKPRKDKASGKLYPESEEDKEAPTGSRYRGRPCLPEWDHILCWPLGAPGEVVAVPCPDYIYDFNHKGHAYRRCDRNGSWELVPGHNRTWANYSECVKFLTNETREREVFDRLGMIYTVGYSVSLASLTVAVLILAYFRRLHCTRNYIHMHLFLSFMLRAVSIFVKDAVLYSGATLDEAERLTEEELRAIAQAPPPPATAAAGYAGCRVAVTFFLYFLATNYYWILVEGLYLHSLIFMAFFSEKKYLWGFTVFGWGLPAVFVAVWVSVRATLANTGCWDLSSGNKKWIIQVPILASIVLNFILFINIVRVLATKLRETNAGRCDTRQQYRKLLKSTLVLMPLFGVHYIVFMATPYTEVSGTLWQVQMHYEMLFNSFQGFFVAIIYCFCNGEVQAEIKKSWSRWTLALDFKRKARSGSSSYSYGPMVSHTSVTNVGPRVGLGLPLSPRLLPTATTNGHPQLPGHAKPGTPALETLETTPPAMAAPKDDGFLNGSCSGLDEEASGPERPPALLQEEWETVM
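HEK-293-derived GP2 cells expressing PTHR1 and a GloSensor cAMP reporter, 3,000/well, plated overnight, given luciferin plus IBMX (each 0.5 mM as added) for 1 h at 37 °C, then compound for 1 h at 37 °C. Luminescence was read after 15 min at room temperature.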
* marks the source's active call; other numbers are inactive results; i = inactive; ? = inconclusive; . = no result given; [ ] = another dose, or the depositor's remark. Calls come from the whole dose curve; as a rule, active = well fitted curve in the direction sought with a large enough effect; inconclusive = small, poorly fitted or top-dose-only effect, or another doubt; inactive = no such curve, though single readings can be large; an effect the other way counts as inactive or inconclusive. Potency is the fitted concentration of half-maximal effect.

SMILES	EPAC1 agonist	FUS suppressor	aSyn yeast inh	TDP43 rescue	EPAC1 antag	EPAC2 agonist	EPAC2 antag	PTHR1 agonist
Cc1ccc(-c2noc(CCCC(=O)NC3CCCC3)n2)cc1	5%	11%	6%	-2%	1%	5%	-1%	-28%
O=C(O)c1cccc(OS(=O)(=O)c2cc(Br)ccc2Br)c1	10%	16%	1%	26%	-1%	-1%	?	-20%
O=C(Nc1ccccc1)OCCNC(=O)c1cccc(Cl)c1	7%	2%	14%	20%	-15%	8%	-6%	-37%
Cc1cn([C@H]2C[C@H](O)[C@@H](CNC(=O)[C@H](N)Cc3cscn3)O2)c(=O)[nH]c1=O	-5%	20%	-4%	?	11%	4%	1%	-25%
Cc1ccccc1NC(=O)c1ccc(CSc2ncccn2)cc1	-2%	4%	8%	-5%	1%	3%	7%	-2%[57.5 µM]
CN1C(=O)CC(NNC(=O)c2ccccc2)C1=O (centres undefined)	4%	-4%	1%	5%	6%	1%	1%	1%[57.5 µM]
CC(C)(C)c1ccc(C(=O)NC(=S)Nn2cnnc2)cc1	-15%	14%	-3%	0%	-17%	-3%	6%	-23%
CCC(C)NC(=O)c1cccc(C)c1 (centres undefined)	9%	2%	-18%	-4%	-4%	5%	?	i
N#CC1=C(N)C2=C(N3CCCCC3)CCCC2C1(C#N)C#N (centres undefined)	11%	22%	-1%	8%	-20%	3%	0%	i
COC(=O)C1=NN(C(=O)c2ccc(Cl)cc2)C(O)(c2ccccc2)C1 (centres undefined)	9%	22%	20µM*	27%	-3%	3%	-4%	i
Cc1cc(NC(=O)C2CC(=O)N(c3cccc(Cl)c3)C2)no1 (centres undefined)	-5%	25%	8%	-11%	-11%	3%	17%	-3%
CNC(=O)c1nnsc1S(=O)(=O)c1ccc(Cl)cc1	8%	8%	-52%[inhibitor]	?	6%	4%	-3%	-28%
COC(=O)Cn1nc(-c2ccccc2)n(-c2ccccc2)c1=S	-1%	20%	-1%	0%	-12%	4%	0%	-1%[57.5 µM]
Cc1cc2nc(-c3ccc(=O)[nH]c3)n(C)c2cc1C	-1%	5%	1%	7%	3%	2%	2%	i
COc1ccc(O)c(C2(O)C(=O)c3ccccc3C2=O)c1	-1%	-1%	0%	-8%	-10%	-7%	-4%	i
COc1ccc(NC(=S)N/N=C/c2cccn2Cc2ccccc2F)cc1	-3%	0%	0%	?	-1%	-4%	-7%	-26%
NC(=O)c1ccc(NC(=O)CSc2nnc(-c3ccc4c(c3)OCO4)o2)cc1	3%	-2%	1%[1.84 µM]	9%	15%	10%	4%	-2%
COC(=O)C[C@@H]1C[C@H]2c3cc(NS(C)(=O)=O)ccc3O[C@H]2[C@H](CO)O1	14%	-9%	-31%[inhibitor]	0%	9%	10%	4%	-20%
Cc1cc(C)[n+](-c2ccc(Oc3ccccc3)c(S(=O)(=O)[O-])c2)[nH]1	-9%	4%	3%	0%	10%	9%	9%	-6%
CCn1c(SCC(=O)NCC2CCCO2)nc2cc(S(=O)(=O)N3CCCCC3)ccc21 (centres undefined)	1%	-8%	0%	-3%	10%	0%	1%	-2%[57.5 µM]
CC(=O)NC(=O)COC(=O)/C=C/c1c(C)nn(Cc2c(Cl)cccc2Cl)c1Cl	-17%	-10%	-9%	0%	8%	-55%[inhibitor]	4%	-57%[inhibitor][57.5 µM]
O=C(OCCOc1ccccc1)c1cc(S(=O)(=O)N2CCOCC2)c(Cl)cc1Cl	6%	-42%	-4%	-14%	-15%	12%	-8%	-16%
CN(C)c1ccc(-c2[nH][nH]c(=O)c2NC(=O)c2ccccn2)cc1	7%	8%	?	0%	?	9%	-4%	-21%
COc1ccc(N2C(=O)CCC(C(=O)N3CCC(C(N)=O)CC3)C2c2ccc(F)cc2)cc1 (centres undefined)	12%	4%	-2%	-17%	-8%	6%	-4%	i
Cc1ccc(NC(=O)C2CCCN(S(=O)(=O)c3cccnc3)C2)c(C)c1 (centres undefined)	5%	-12%	2%	-3%	-2%	-4%	-4%	i
O=C(Nc1cccc2ccccc12)c1ccc2sc([C@@H]3O[C@H](CO)[C@@H](O)[C@H]3O)nc2c1	8%	-11%	-4%	?	-6%	10%	-15%	i
COc1ccc(N(CC(=O)NCCSC2CCCCC2)S(=O)(=O)c2ccccc2)cc1OC	9%	.	0%	13%	-14%	-8%	2%	-21%
Cc1nnc(N2CCOCC2)c2nn(-c3cccc(Cl)c3)c(C)c12	6%	.	1%	-17%	2%	20%	13%	i
C1N2CN3CN1CN(C2)C3	-12%	-25%	0%	28%	-12%	4%	21%	-18%
COc1ccc(CCn2nnnc2C(C(C)C)N2CCC(C(N)=O)CC2)cc1OC (centres undefined)	11%	22%	0%	-12%	0%	-2%	-1%	-2%[57.5 µM]

Six entries picked at random from the list so far:
SMILES	EPAC1 agonist	FUS suppressor	aSyn yeast inh	TDP43 rescue	EPAC1 antag	EPAC2 agonist	EPAC2 antag	PTHR1 agonist
CCn1c(SCC(=O)NCC2CCCO2)nc2cc(S(=O)(=O)N3CCCCC3)ccc21 (centres undefined)	1%	-8%	0%	-3%	10%	0%	1%	-2%[57.5 µM]
N#CC1=C(N)C2=C(N3CCCCC3)CCCC2C1(C#N)C#N (centres undefined)	11%	22%	-1%	8%	-20%	3%	0%	i
Cc1cc(NC(=O)C2CC(=O)N(c3cccc(Cl)c3)C2)no1 (centres undefined)	-5%	25%	8%	-11%	-11%	3%	17%	-3%
O=C(Nc1ccccc1)OCCNC(=O)c1cccc(Cl)c1	7%	2%	14%	20%	-15%	8%	-6%	-37%
CN1C(=O)CC(NNC(=O)c2ccccc2)C1=O (centres undefined)	4%	-4%	1%	5%	6%	1%	1%	1%[57.5 µM]
Cc1cc(C)[n+](-c2ccc(Oc3ccccc3)c(S(=O)(=O)[O-])c2)[nH]1	-9%	4%	3%	0%	10%	9%	9%	-6%

Later entries:
SMILES	EPAC1 agonist	FUS suppressor	aSyn yeast inh	TDP43 rescue	EPAC1 antag	EPAC2 agonist	EPAC2 antag	PTHR1 agonist
Cc1ccc(OCCCCCCN2CCNCC2)c(Br)c1	6%	3%	-19%	-14%	-1%	12%	0%	i
CC(C)(C)c1ccc(C(=O)NCCOc2ccccc2)cc1	-5%	8%	0%	3%	-18%	0%	19%	i
O=C(Nc1c2c(nn1-c1ccccc1)CS(=O)(=O)C2)c1ccccc1Br	23%	19%	1%	9%	-6%	10%	1%	i
CCN(CC(=O)Nc1ccccc1C(F)(F)F)C(=O)C1CCN(C(=O)Nc2ccccc2)CC1	13%	6%	6%	8%	-6%	0%	0%	-23%
CCOC(=O)c1c(NC(=O)COc2ncnc3ccccc23)sc(C(C)=O)c1C	-5%	?	0%	1%	-8%	-27%	5%	-47%[inhibitor]
Cc1c(C)n(C)c2ccc(C(=O)NCCCN3CCN(c4ccc(F)cc4)CC3)cc12	5%	4%	8%	-22%	?	12%	-5%	i
NC(=O)CC(NC(=O)Cc1ccc(Cl)cc1)c1ccc(NCCOc2ccccc2)c([N+](=O)[O-])c1 (centres undefined)	-10%	-4%	9%	7%	2%	4%	15%	-18%
O=C(NC(=S)Nc1ccc(Cl)cc1Cl)C1CC1	-2%	15%	-18%	?	-18%	-5%	-3%	-21%
Cc1cccc(OCC(=O)O/N=C(\N)c2ccc(Br)cc2)c1	-2%	-10%	-4%	9%	-6%	-17%	-12%	i
Cc1ccc(NC(=O)C2CCN(S(=O)(=O)c3cccc4nonc34)CC2)cc1	-8%	-7%	3%	0%	5%	-1%	10%	-4%
CC[C@H](C)[C@H](NC(N)=O)C(=O)Nc1ccc(S(=O)(=O)NC(C)C)cc1	-18%	-36%	1%	-10%	7%	-3%	1%	-80%[inhibitor]
Cc1ccc(NC(=O)CSc2ccccn2)cc1S(=O)(=O)N1CCOCC1	-1%	16%	-5%	-13%	-23%	4%	-8%	-31%[inhibitor]
Cc1ccc(S(=O)(=O)N(C)c2nc3ccccc3[nH]c2=S)cc1	-4%	16%	-4%	-1%	-15%	-7%	-15%	-20%
CC1(C(=O)Nc2ccc3ccccc3c2)CCC(=O)N1C1CC1 (centres undefined)	7%	-14%	2%	11%	-2%	1%	5%	-20%
COc1ccc(-c2cccc(C3CC=CC4C3C(=O)N(Cc3ccccc3)C4c3ccc4ccccc4c3)c2)cc1 (centres undefined)	3%	-14%	-10%	-1%	-2%	3%	8%	-14%
Cc1onc(-c2ccccc2)c1C(=O)Nc1nnc(-c2ccncc2)s1	7%	36%	2%	-18%	-6%	8%	0%	-37%
CC(NC(=S)NCCN1CCOCC1)C12CC3CC(CC(C3)C1)C2 (centres undefined)	8%	14%	8%	0%	-11%	-2%	-4%	-9%
COC(=O)N1c2ccccc2CCc2ccccc21	3%	6%	0%	17%	-13%	9%	-17%	-10%
CCc1ccc(NC(=O)C(CC)c2ccccc2)cc1 (centres undefined)	-4%	.	-6%	21%	9%	-7%	4%	i
Cc1nnsc1C(=O)N1CCCC(Nc2ccc(C(C)C)cc2)C1 (centres undefined)	4%	6%	0%	1%	3%	-8%	-10%	-28%
O=C(COc1ccccc1)Nc1cccc2nsnc12	0%	7%	10%	12%	-4%	4%	2%	-8%[57.5 µM]
CC(=O)N1CCc2cc(S(=O)(=O)NC(CC(C)C)C(=O)N3CCc4ccccc4C3)ccc21 (centres undefined)	-7%	15%	-16%	-6%	6%	-2%	-6%	i
O=C1NC(=O)/C(=C\c2ccc(O)cc2O)S1	-5%	-10%	-7%	-8%	?	4%	-1%	-8%
CC1CCCCN1CC(O)COCc1ccccc1 (centres undefined)	3%	16%	-7%	-1%	?	5%	1%	i
CN(C)S(=O)(=O)N(CC(=O)Nc1ccc(F)c(F)c1)c1ccccc1	12%	24%	9%	-15%	-1%	-5%	-3%	-7%
O=C(/C=C/c1ccc2c(c1)OCO2)NCCCN1CCOCC1	13%	.	-6%	-3%	5%	22%	-6%	-11%
COc1cc(OC)c(C(=O)O/N=C(\N)c2ccccc2)cc1OC	13%	11%	-8%	?	-16%	3%	-14%	-27%
O=C(Nc1nnc(CC(=O)N2CCOCC2)s1)c1cccs1	5%	7%	-2%	-6%	21%	5%	9%	2%[57.5 µM]

A portion of the library; count on the stated rates, not on these rows.
